Screening results from PubChem BioAssay.
NPY-Y1 antag = blocks the human neuropeptide Y Y1 receptor; P25929; HEK293-CNG Y1 cells, membrane potential fluorescence; NPY at EC95, then isoproterenol; inhibition, % at 3.6 µM; hit rate 1% among 200,000;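 active = inhibition above the campaign mean inhibition of all tested compounds plus 3 SD, cut at about 20% in these data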;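 note: 0% = DMSO wells given NPY plus isoproterenol and 100% = isoproterenol alone without NPY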
Target sequence (P25929 whole entry, looked up): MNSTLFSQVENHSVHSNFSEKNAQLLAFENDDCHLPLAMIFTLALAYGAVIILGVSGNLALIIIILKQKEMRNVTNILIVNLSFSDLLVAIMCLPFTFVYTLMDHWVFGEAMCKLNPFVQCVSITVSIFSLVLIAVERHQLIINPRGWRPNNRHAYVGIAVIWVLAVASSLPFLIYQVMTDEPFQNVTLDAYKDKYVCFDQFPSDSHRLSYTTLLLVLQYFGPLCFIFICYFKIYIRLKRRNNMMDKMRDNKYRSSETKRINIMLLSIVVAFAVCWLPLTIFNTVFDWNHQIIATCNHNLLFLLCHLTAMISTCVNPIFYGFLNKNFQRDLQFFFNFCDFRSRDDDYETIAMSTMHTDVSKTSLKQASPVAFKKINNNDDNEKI
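Material: HEK293 cells with Y1 receptor plus CNG channel; times: compound incubation 1 h at room temperature, readout 45 min post-stimulation; signal: fluorescence, membrane potential probe; read-out basis: fluorescence ratio normalized to % inhibition between controls; benchmarks: full-block control isoproterenol-only wells, zero-block control NPY plus isoproterenol wells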
EP2 modulator = EP2 receptor (human) modulation; P43116; EP2-expressing cells, cAMP HTRF FRET, PGE2 co-stimulation; induction, % at 25 µM; hit rate 0.83% among 260,000;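 active = compounds whose cAMP rise, as percent of the full-agonist control response, exceeds 60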;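 note: rat C6 glioma line stably carrying human EP2 under a CMV promoter; the protocol text gives 20 µM as final concentration; 100% = response of wells given 1 µM PGE2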
Target sequence (P43116 whole entry, looked up): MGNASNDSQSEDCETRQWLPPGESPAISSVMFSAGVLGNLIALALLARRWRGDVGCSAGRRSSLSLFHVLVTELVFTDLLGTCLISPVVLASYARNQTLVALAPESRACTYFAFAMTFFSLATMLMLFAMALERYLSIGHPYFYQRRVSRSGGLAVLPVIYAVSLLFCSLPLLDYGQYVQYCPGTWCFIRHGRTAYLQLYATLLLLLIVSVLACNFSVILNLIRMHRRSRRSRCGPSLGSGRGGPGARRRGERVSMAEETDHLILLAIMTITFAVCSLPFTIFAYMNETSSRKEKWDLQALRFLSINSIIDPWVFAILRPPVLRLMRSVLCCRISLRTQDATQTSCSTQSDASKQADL
PGE2 EP2 inh = EP2 receptor (human) inhibition. AID 1422. hit rate 0.52% among 260,000. C6 glioma cells expressing human EP2, cAMP TR-FRET; cells stimulated with saturating PGE2. inhibition, % at 25 µM;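 active = percent inhibition above 40 after rounding to a whole number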;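 note: rat C6 glioma host cells with rolipram phosphodiesterase inhibitor present; the protocol text gives 20 µM as final concentration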
S1P4 agonist = agonists of human S1P4 receptor | S1P4-expressing cell line, agonist reporter assay | activation, % at 4.98 µM | O95977 | AID 1509 | hit rate 0.35% among 220,000; in the data active = activation above about 11%;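 note: 0% = DMSO vehicle and 100% = reference agonist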
NPY1 pot ag = potentiates or activates human NPY-Y1 receptor. hit rate 0.37% among 220,000. P25929. activation, % at 3.6 µM. NPY-Y1 expressing cells, potentiator/agonist activation; in the data active = activation above about 33%, passing the limit was not always enough;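 note: cells stimulated with NPY at EC10 then isoproterenol at EC100; 0% = low agonist plus stimulus and 100% = saturating agonist plus stimulus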
p97 ATPase inh = blocks human p97 ATPase activity; hit rate 0.42% among 220,000; P55072; recombinant p97 ATPase, Kinase-Glo ATP luminescence, 3 h; inhibition, % at 8 µM; in the data active = inhibition above about 15%;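 note: 0% = DMSO vehicle and 100% = wells lacking enzyme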
eIF4E-4G inh = eIF4E/eIF4G interaction inhibition in translation initiation | P63073+Q04637 | TR-FRET eIF4E-eIF4GI(517-606) binding, 2 h | inhibition, % at 21.7 µM | hit rate 0.37% among 220,000;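 active = inhibition above about 30%, limit read from the data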;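 note: 0% = full FRET control wells and 100% = background wells lacking eIF4GI fragment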
NPY2 pot ag = potentiators or agonists of human neuropeptide Y receptor Y2. AID 1359. P49146. activation, % at 3.6 µM. cells expressing NPY-Y2, potentiator/agonist read-out. hit rate 0.45% among 220,000; in the data active = activation above about 27%;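 note: cells stimulated with NPY near EC25 plus isoproterenol at EC100; 0% = vehicle plus submaximal agonist and 100% = vehicle plus saturating agonist; some results beyond the cut were filed as inactive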
S1P4 antagonist = blocks the human S1P4 receptor. inhibition, % at 4.98 µM. O95977. S1P4-expressing cells, antagonist mode, reporter read-out. AID 1510. hit rate 0.26% among 220,000; in the data active = inhibition above about 29%;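 note: 0% = wells stimulated with agonist and 100% = vehicle wells without agonist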
* marks the source's active call; other numbers are inactive results; . = no result given; & = joins results of further samples; [ ] = another dose, or the depositor's remark. An excerpt, so the mix of outcomes need not match the whole.

SMILES | NPY-Y1 antag | EP2 modulator | PGE2 EP2 inh | S1P4 agonist | NPY1 pot ag | p97 ATPase inh | eIF4E-4G inh | NPY2 pot ag | S1P4 antagonist
COc1cc2c(cc1OC)C(/C=C/c1ccco1)=NCC2 | . | -25 | 8 | 0.4 | -36 | 3 | 1 | -17 | 1
CCOC(=O)C1CCCCN1Cc1ccc(F)c(Br)c1 (configuration not stated) | 5 | 36 | 7 | 0.1 | 7 | 1 | 4 | -5 | 2
Cc1ccc(Nc2cc(-c3ccccc3)nc3ncnn23)cc1 | . | -30 | 7 | 0.7 | -7 | 6 | -2 | -17 | 2
C=CC[n+]1c(-c2ccc(Cl)cc2Cl)csc1Nc1ccc(NC(C)=O)cc1 | 3 | 10 | 14 | 2.0 | 11 | 2 | 0 | -5 | 0
CCc1ccccc1N(C(=O)c1cccs1)C1C=CS(=O)(=O)C1 (configuration not stated) | -2 | 15 | 12 | 0.6 | -9 | 4 | -4 | 14 | 3
COc1cc(CN2CCC(C(=O)N3CCCC(C)C3)CC2)cc(Br)c1O (configuration not stated) | 0 | 29 | 12 | -0.6 | 2 | -5 | 15 | -18 | -11
Cc1ccc(NC(=O)C(=O)N2CCCC2)cc1Cl | 3 | -2 | 7 | -1.3 | 10 | 5 | -3[fluorescence artefact?] | 2 | -7
COc1cc2ccccc2cc1C(=O)OCC(=O)N1CCOCC1 | 0 | 13 | 16 | 2.1 | 14 | 4 | 7 | 10 | -15
CCOC(=O)C[N+](C)(C)CCOC1CC2CCC1(C)C2(C)C (configuration not stated) | 24* | 6 | 9 | 2.0 | -28 | -1 | -3 | -7 | -10
CC(=O)c1ccc(N2Cc3ccccc3/C2=N\C(=O)Nc2ccc(Cl)cc2)cc1 | 6 | -11 | 1 | 2.2 | 15 | -5 | 8 | 6 | -16
O/N=C1/CCCCC1c1ccccn1 (configuration not stated) | 9 | -4 | 7 | -0.9 | -2 | 0 | -8 | -22 | -3
O=C(/C=C/c1ccc(Cl)cc1)N(c1ccccn1)C1CCCCC1 | 10 | 54 | 4 | 0.3 | 24 | 0 | -1 | 8 | -11
CCN(C(=O)c1cc(Cl)ccc1OC)c1ccccc1 | 3 | 22 | 6 | -0.8 | -4 | -2 | -13[fluorescence artefact?] | -12 | -8
O=C(Nc1nccs1)C(F)(F)C(F)(F)C(F)(F)C(=O)Nc1nccs1 | . | -23 | 7 | 0.2 | 30 | 6 | -2 | -1 | -14
Cn1c(=O)oc2cc(S(=O)(=O)N3CCN(c4cccc(Cl)c4)CC3)ccc21 | -2 | 0 | 5 | 0.8 | 0 | -2 | -2 | -9 | -20
COc1ccc(-c2nnn(CCc3nn[nH]n3)n2)cc1OC | 0 | 11 | 3 | 1.4 | -21 | 2 | -10 | 3 | -1
CN1CCN(c2ncnc3c2c(-c2ccccc2)cn3-c2ccc(F)cc2)CC1 | 13 | -40 | 10 | -1.1 | -27 | 7 | -4 | -21 | 4
CCCOc1cccc(C(=O)O)c1 | 1 | 9 | 15 | 1.6 | -8 | 7 | -2 | 10 | -22
CCOC(=O)/C(N=Nc1sc(C(=O)OCC)c(C)c1C(=O)OCC)=C(\C)O | 9 | 12 | 10 | -1.1 | 21 | 4 | 4 | 5 | -1
O=C(COC(=O)c1ccccc1NCc1ccco1)Nc1ccc2c(c1)OCO2 | 0 | -9 | 6 | -3.3 | -6 | 0 | -9[fluorescence artefact?] | -14 | 9
COc1cc(OC)cc(-c2nc3nc(C)c(CCC(=O)O)c(C)n3n2)c1 | -7 | -3 | 13 | -1.1 | 2 | 2 | 2 | 3 | 14
O=C(NCCNc1ccc([N+](=O)[O-])cc1C(F)(F)F)c1ccc(F)cc1 | -2 | -6 | 6 | -1.1 | 11 | 2 | 1 | -4 | -8
Cc1c(Cl)c([N+](=O)[O-])nn1CC(=O)NC12CC3CC(CC(C3)C1)C2 | 5 | 3 | 17 | 3.1 | -22 | 1 | -2 | -6 | -27
COc1cc(Cl)c(C)cc1NC(=O)CSCC#N | 0 | 16 | 6 | 2.5 | 8 | 3 | -3 | 10 | -13
CC(=O)Nc1ccc(S(=O)(=O)NCC(=O)OC(C)c2ccccc2Cl)cc1 (configuration not stated) | 2 | -3 | 3 | 2.7 | 7 | 2 | 1[fluorescence artefact?] | -9 | 7
C=CCn1c(=O)c2ccccc2n2c(SCc3nc(N)nc(Nc4ccccc4C)n3)nnc12 | 8 | 8 | -2 | 0.1 | 6 | 3 | -3 | 0 | -4
COc1cc(OC)cc(C(=O)NNC(=O)c2cc3c(s2)CCCC3)c1 | -2 | 11 | 6 | 0.4 | -5 | 2 | 1 | 11 | -9
CCc1ccccc1NC(=O)Nc1ccc(F)cc1F | 2 | -33 | 5 | 1.2 | 7 | 1 | -2 | 0 | 2
COc1ccc(C(CNC(=O)c2cncc(Br)c2)N(C)C)cc1 (configuration not stated) | -2 | 7 | 7 | -0.8 | 21 | 4 | -1 | 9 | 3
CCOC(=O)c1oc2c(c1C)/C(=N/O)CCC2 | 12 | 29 | . | 0.1 | -20 | -7 | 8 | -19 | -16
CCC(C)n1c(SCC(=O)NC(=O)c2cccn2C)nc2ccccc2c1=O (configuration not stated) | 0 | -18 | 4 | 1.7 | -19 | -5 | -2 | 7 | -12
O=C(CN1CCN(CCN2C(=O)c3cccc4cccc(c34)C2=O)CC1)c1ccc(F)cc1 | 1 | 2 | 11 | -2.9 | 0 | -5 | -10 | -20 | -11
COc1cc2[nH]c(=O)c(C(=O)NCCCN3CCOCC3)c(O)c2cc1OC | 11 | -3&12 | 10&3 | -1.2 | -13 | -1 | -1 | -1 | 2
C=CCN1C(=O)CN=C1NCc1ccccc1 | -3 | -6 | 19 | 1.3 | -3 | 6 | -9 | 3 | -5
O=C(Nc1nc2ccc(F)cc2s1)C1CCCO1 (configuration not stated) | -4 | -13 | 2 | 0.2 | 21 | 4 | -7 | 5 | 4
Cn1c2c(c(=O)n(C)c1=O)C(CC(=O)Nc1ccccc1)C(=O)N2 (configuration not stated) | 10 | 5 | 2 | -0.8 | 5 | 6 | 9 | 15 | 14
COc1ccccc1CNC(=O)CN1CCC(NC(=O)c2ccccc2F)CC1 | 5 | -13 | 21 | -0.3 | -9 | -9 | -8 | -6 | -2
CCOC(=O)C1CCN(C(=O)COC(=O)CNC(=O)c2ccc(OC)cc2)CC1 | -1 | 26 | 3 | -0.6 | 5 | 3 | 0 | -8 | 11
COc1cc(OC)c(OC)cc1C=NCC1(c2ccccc2)CCCC1 | -4 | -3 | 11 | 0.4 | 21 | 2 | -2 | 11 | -29
Cc1ccc(-n2c(-c3c(-c4ccccc4)noc3C)n[nH]c2=S)cc1 | -5 | 1 | 3 | 2.1 | 12 | -3 | 2 | -5 | -4
O=C(NCC1CCCO1)c1ccc(Cl)c(F)c1F (configuration not stated) | 4 | 6&-16 | 12&7 | -2.2 | 3 | -2 | 0 | 1 | -9
Cc1ccc(N(C)C(=O)C2CCCN2S(=O)(=O)c2cccc3nsnc23)cc1 (configuration not stated) | . | -14 | 7 | -1.5 | 0 | -8 | -1 | -8 | 0
COC(=O)c1cccc(OC(N)=O)c1 | 3 | 7 | 2 | -0.8 | -14 | -1 | 7 | -11 | -8
COc1ccc(OCC(=O)Nc2cccc(C(C)=O)c2)cc1 | 7 | -17 | . | -0.5 | 10 | 4 | 0 | 10 | 7
Cc1cc(C(=O)NC(C)CCC(C)C)c2ccccc2n1 (configuration not stated) | 10 | 9 | 4 | -1.3 | -27 | -1 | 4 | -16 | -2
N#C/C(=N\Nc1ccccc1)C(=N)N1CCCCCC1 | . | -36 | 4 | -1.6 | -4 | 7 | 0 | -15 | 0
Cc1cc(NC(=O)NC(=O)c2ccc(F)cc2F)n[nH]1 | -3 | 3 | 20 | -0.6 | 5 | 10 | 5 | 14 | -7
Cc1nnc(SCC(=O)N(C(C)C)C(C)C)[nH]c1=O | 7 | -10 | 8 | 0.4 | 0 | -2 | 0 | -10 | 4
NC(=O)C1CCN(Cc2nc3c(Br)cc(Br)cc3c(=O)[nH]2)CC1 | -2 | 37 | 13 | -0.5 | -4 | 3 | -2 | -1 | -15
O=C(CCC(=O)Nc1ccc(Cl)cc1Cl)N/N=C/c1ccc([N+](=O)[O-])o1 | 1 | -54 | 9 | -1.6 | 10 | 3 | -2 | -2 | 7
Cc1cc(N/N=C/c2ccncc2)c([N+](=O)[O-])cc1[N+](=O)[O-] | . | -28 | 7 | -0.1 | 13 | 1 | -4 | -4 | 8
COc1ccccc1OCC#CCSc1ncccn1 | -3 | 1 | 21 | -0.5 | 9 | 0 | -3 | -6 | -18
Clc1ccccc1Cn1nnc2c(N3CCOCC3)nc(C3CC3)nc21 | 5 | 30 | . | -0.9 | 8 | 2 | -3 | 14 | -6
C1=CCC(/C=N/n2cnnc2)CC1 (configuration not stated) | 3 | 19 | 0 | 0.9 | -2 | -3 | -4 | 6 | -8
O=C(CSc1ccc(-c2ccccn2)nn1)NC1CCCC1 | 5 | 2 | 3 | 1.2 | -1 | -2 | 3 | -16 | -18
Cc1ccc(OCc2nnc(NC(=O)c3cccnc3)s2)cc1 | . | 23 | 4 | 1.0 | -13 | 7 | -5 | -16 | -12
Fc1cccc(F)c1CSc1nc2ccccc2[nH]1 | 2 | 13 | 5 | 2.2 | 19 | -1 | 7 | -16 | 3
CCOc1ccc(Cl)cc1S(=O)(=O)NCc1ccccn1 | 5 | -35&8 | 5&12 | -0.6 | -8 | -10 | 3 | -9 | -24
CC(=O)c1ccc(NC(=O)c2noc(C(C)C)c2[N+](=O)[O-])cc1 | 9 | -26 | 4 | 0.2 | -2 | 2 | -2 | -14 | -12
CCC(CC)NC(=O)Cc1ccccc1OC | 2 | 22 | 14 | 1.8 | 16 | 1 | -7[fluorescence artefact?] | -2 | 8

(more compounds)
SMILES | NPY-Y1 antag | EP2 modulator | PGE2 EP2 inh | S1P4 agonist | NPY1 pot ag | p97 ATPase inh | eIF4E-4G inh | NPY2 pot ag | S1P4 antagonist
c1ccc(Cn2c(NCc3ccccn3)nc3ccccc32)cc1 | 5 | 9 | 2 | 0.6 | -1 | 0 | 2 | -2 | -10
O=C(CCCN1C(=O)c2cccc3cccc(c23)C1=O)NCc1ccco1 | 4 | -36 | 2 | 0.6 | -10 | 5 | -1 | -4 | 6
CNC(=S)N(CCc1ccccc1)Cc1cc2cc(OC)c(OC)cc2[nH]c1=O | 4 | -26&8 | 10&7 | -0.6 | -9 | -4 | 4 | 6 | -14
Cc1ccc(C)c(NS(=O)(=O)c2cc(C(=O)N3CCCC3)ccc2Cl)c1 | -1 | -9 | 3 | 0.0 | -2 | 1 | -2 | -17 | -4

Record cards (already shown):
C1=CCC(/C=N/n2cnnc2)CC1 (configuration not stated) as listed: NPY-Y1 antag = 3; EP2 modulator = 19; PGE2 EP2 inh = 0; S1P4 agonist = 0.9; NPY1 pot ag = -2; p97 ATPase inh = -3; eIF4E-4G inh = -4; NPY2 pot ag = 6; S1P4 antagonist = -8
COc1cc2c(cc1OC)C(/C=C/c1ccco1)=NCC2 as listed: NPY-Y1 antag = .; EP2 modulator = -25; PGE2 EP2 inh = 8; S1P4 agonist = 0.4; NPY1 pot ag = -36; p97 ATPase inh = 3; eIF4E-4G inh = 1; NPY2 pot ag = -17; S1P4 antagonist = 1
O/N=C1/CCCCC1c1ccccn1 (configuration not stated) as listed: NPY-Y1 antag = 9; EP2 modulator = -4; PGE2 EP2 inh = 7; S1P4 agonist = -0.9; NPY1 pot ag = -2; p97 ATPase inh = 0; eIF4E-4G inh = -8; NPY2 pot ag = -22; S1P4 antagonist = -3
